TNAP inh no acc – inhibitors of human TNAP without phosphate acceptor | inhibition, % at 20 µM | purified TNAP, CDP-star luminescence, 30 min | P05186 | hit rate 0.26% among 200,000;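 active means tissue-nonspecific alkaline phosphatase inhibition above about 50% at 20 µM in the single-dose screen, limit read from the data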;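 further: 0% = DMSO negative control and 100% = EDTA positive control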
Target sequence (P05186 whole entry, looked up): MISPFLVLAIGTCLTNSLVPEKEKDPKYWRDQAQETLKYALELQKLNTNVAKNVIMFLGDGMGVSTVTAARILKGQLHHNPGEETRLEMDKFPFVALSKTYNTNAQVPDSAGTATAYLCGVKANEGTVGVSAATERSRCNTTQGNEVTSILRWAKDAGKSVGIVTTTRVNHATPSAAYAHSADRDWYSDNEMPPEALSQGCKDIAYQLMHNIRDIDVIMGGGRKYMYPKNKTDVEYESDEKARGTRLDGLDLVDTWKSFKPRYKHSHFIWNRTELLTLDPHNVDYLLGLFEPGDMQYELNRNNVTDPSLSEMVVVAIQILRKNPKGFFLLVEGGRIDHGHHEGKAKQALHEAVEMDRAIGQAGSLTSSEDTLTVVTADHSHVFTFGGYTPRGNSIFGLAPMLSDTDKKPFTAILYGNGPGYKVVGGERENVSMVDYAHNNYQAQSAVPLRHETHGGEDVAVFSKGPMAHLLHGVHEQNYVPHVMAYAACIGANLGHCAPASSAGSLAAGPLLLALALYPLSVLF
Diaph inh CS – diaphorase inhibition or chemical oxidation counter-screen | diaphorase resazurin-to-resorufin fluorescence, NADH, 16 min; bacterial (C. kluyveri) enzyme, not human | inhibition, % at 20 µM | hit rate 0.69% among 190,000 | AID 1217;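 active means primary screen inhibition at 20 µM above a set limit, cut at about 50% in these data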;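 further: plate controls were DMSO with full reaction for no effect and wells lacking NADH for full effect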
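Test system: Clostridium kluyveri diaphorase enzyme / Quantity: diaphorase at 0.14 U/mL in enzyme working solution / Incubation: 16-min room-temperature incubation before reading / Benchmarks: NADH-free wells as positive control, DMSO-only neutral wells / Signal: resorufin fluorescence 544/590 nm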
Diaphorase act – counter-screen for diaphorase-based assays: diaphorase activators and chemical reducers | Diaphorase/resazurin coupled assay, resorufin fluorescence, 16 min; stronger effect = higher value; 1 = vehicle wells, 0 = NADH-free wells | hit rate 0.005% among 190,000 | activation factor at 20 µM;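 active means diaphorase activity raised at least twofold by the compound at 20 µM; inactive means activation factor below 2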
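Material: purified diaphorase enzyme from Clostridium kluyveri / Medium: HEPES pH 7.4 buffer with MgCl2 and Tween 20 / Schedule: enzyme reaction of 16 min at room temperature / Measured by: resorufin fluorescence, excitation 544 nm, emission 590 nm / Evaluation: rise in resorufin formation, marking diaphorase activation or chemical reduction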
TNAP act hi DEA – increases human TNAP activity under high phosphate acceptor concentration; P05186; activation factor at 20 µM; purified TNAP, CDP-star luminescence, 1 M DEA, 30 min; stronger effect = higher value; 0 = EDTA background, 1 = DMSO-only activity; 200,000 tested, under 10 active;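 active means activation factor at least 2 at 20 µM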
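Test system – human TNAP · Doses – 20 µM single point · Incubation – 30 min, room temperature · Signal – luminescent substrate turnover signal · Read-out basis – activation factor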
PMI act hi M6P – PMI (human) activation, high substrate. coupled PMI enzyme assay, resazurin fluorescence, 20 min; stronger effect = higher value; 1 = untreated enzyme, 0 = substrate-free blank. activation factor at 20 µM. hit rate 0.34% among 190,000;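 active means activation factor of 2 or more at 20 µM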
Target sequence (P34949 whole entry, looked up): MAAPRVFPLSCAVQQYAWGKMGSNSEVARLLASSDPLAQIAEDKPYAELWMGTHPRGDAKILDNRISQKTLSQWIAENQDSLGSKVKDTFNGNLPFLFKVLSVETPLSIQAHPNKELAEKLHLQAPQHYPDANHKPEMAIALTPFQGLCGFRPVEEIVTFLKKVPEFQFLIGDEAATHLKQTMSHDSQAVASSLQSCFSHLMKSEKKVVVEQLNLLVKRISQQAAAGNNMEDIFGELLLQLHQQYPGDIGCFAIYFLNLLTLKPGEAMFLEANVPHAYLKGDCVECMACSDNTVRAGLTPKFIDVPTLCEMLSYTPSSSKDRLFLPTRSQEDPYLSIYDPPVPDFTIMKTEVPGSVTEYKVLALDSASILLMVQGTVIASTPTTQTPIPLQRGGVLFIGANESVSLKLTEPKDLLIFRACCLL
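Material: human phosphomannose isomerase with PGI, G6PDH, diaphorase coupling enzymes; amount: PMI at 15 ng/mL final; also added: Mannose-6-phosphate 1.0 mM (near-saturating) plus 0.22 mM NADP+; incubation: enzyme reaction with compound 20 min at room temperature; signal: resorufin fluorescence (Ex 544/Em 590 nm) from resazurin via diaphorase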
TNAP inh hiacc – inhibitors of human TNAP at high phosphate acceptor concentration; P05186; purified TNAP, CDP-star luminescence, 1 M DEA; inhibition, % at 20 µM; hit rate 0.03% among 200,000; AID 1135;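 active means over 50% inhibition of tissue-nonspecific alkaline phosphatase at 20 µM in the single-dose screen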;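 further: plate controls were DMSO wells for no effect and EDTA-quenched wells as full inhibition for full effect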
L major viab – Leishmania major promastigote growth inhibition. hit rate 9% among 200,000. AID 1063. Leishmania major promastigotes, resazurin fluorescence viability. inhibition, % at 10 µM; in the data active means inhibition above about 50%;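 further: promastigotes grown with compound for 44 hours at 28 °C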
bIAP inhibitor – blocks bovine intestinal alkaline phosphatase activity; purified bovine IAP, CDP-star luminescence, 30 min; inhibition, % at 20 µM; 190,000 tested, under 10 active;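 active means over 50% inhibition of intestinal alkaline phosphatase at 20 µM in the single-dose screen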
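Assay system – bovine IAP enzyme · Quantity – bovine IAP at 1/65,000,000 final dilution · Detection – CDP-star luminescence signal · Times – 30 min reaction at room temperature · Also added – CDP-star substrate at 30 µM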
PMI activator – phosphomannose isomerase (human) activation; purified human PMI, coupled resazurin fluorescence, 20 min; stronger effect = higher value; 1 = vehicle control, 0 substrate-free wells; P34949; hit rate 0.005% among 190,000; activation factor at 20 µM; AID 1214;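 active means activation factor of 2 or more at 20 µM, relative to plate controls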
bIAP activator – intestinal alkaline phosphatase (bovine) activation. purified bovine IAP, CDP-star luminescence, 30 min; stronger effect = higher value; fold of DMSO-control signal, blank-subtracted. activation factor at 20 µM. hit rate 0.17% among 200,000;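 active means activation factor of 2 or more at 20 µM, a signal rise over negative controls twice the positive control's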
* = called active by the depositor; . = not tested or not shown.

1: CCCOC(=O)CC1C(=O)NCCN1Cc1ccc(F)cc1 (configuration not stated)
2: O=C(/C=C/c1ccccc1)c1ccc2c3c(cccc13)CC2
3: CCOCc1nc(C)c(Cl)c(NS(=O)(=O)c2ccc(N)cc2)n1
4: Cc1ccc(S(=O)(=O)N(C)C)cc1NC(=S)NC1CCCC(C)C1C (configuration not stated)
5: Cc1ccc(NC(=S)NCc2ccc3c(c2)OCO3)c(C)c1
6: Cc1cccc(N2CCN(C(=O)c3ccccn3)CC2C)c1 (configuration not stated)
Screen / compound no.	1	2	3	4	5	6
TNAP inh no acc	-2	-23	-9	-16	-5	-10
Diaph inh CS	15	17	7	15	-5	9
Diaphorase act	0.9	0.8	0.9	0.8	1.1	0.9
TNAP act hi DEA	1	1	1	1	1	1
PMI act hi M6P	0.9	0.9	1.1	0.9	1	0.9
TNAP inh hiacc	-2	-5	0	-1	-3	-1
L major viab	-8	71*	-4	40	12	-9
bIAP inhibitor	20	14	-5	0	36	-10
PMI activator	1	0.8	1	0.9	0.9	0.9
bIAP activator	0.8	0.9	1	1	0.6	1.1

Full records from above.
Entry for CCOCc1nc(C)c(Cl)c(NS(=O)(=O)c2ccc(N)cc2)n1 = TNAP inh no acc: -9; Diaph inh CS: 7; Diaphorase act: 0.9; TNAP act hi DEA: 1; PMI act hi M6P: 1.1; TNAP inh hiacc: 0; L major viab: -4; bIAP inhibitor: -5; PMI activator: 1; bIAP activator: 1
Entry for Cc1ccc(S(=O)(=O)N(C)C)cc1NC(=S)NC1CCCC(C)C1C (configuration not stated) = TNAP inh no acc: -16; Diaph inh CS: 15; Diaphorase act: 0.8; TNAP act hi DEA: 1; PMI act hi M6P: 0.9; TNAP inh hiacc: -1; L major viab: 40; bIAP inhibitor: 0; PMI activator: 0.9; bIAP activator: 1

Going on with the list:
7: CCOc1ccc(NC(=O)CCNS(=O)(=O)c2ccc3c(c2)c(=O)n(C)c(=O)n3C)cc1
8: OC(CNCCC1C=Nc2ccccc21)Cn1c2ccc(Cl)cc2c2cc(Cl)ccc21 (configuration not stated)
9: O=C(CSc1nc(-c2ccccc2)cc(=O)[nH]1)Nc1ccccn1
10: O=C(O)C1=C[C@H](c2ccccc2)C[C@H](OCc2ccc(CO)cc2)O1
11: O=C(NC12CC3CC(CC(C3)C1)C2)C12CC3CC(C1)CC(n1cnc(Cl)n1)(C3)C2
12: COc1ccc(NC(=O)C23CC4CC(C2)CC(c2ccccc2)(C4)C3)c(OC)c1
Screen / compound no.	7	8	9	10	11	12
TNAP inh no acc	-6	-2	-4	-3	-8	5
Diaph inh CS	11	-64	28	22	9	11
Diaphorase act	0.9	1.6	0.7	0.8	0.9	0.9
TNAP act hi DEA	1	1	1.1	1.1	1	1
PMI act hi M6P	0.9	1	1	1	1	0.9
TNAP inh hiacc	-2	0	-6	-6	-4	-3
L major viab	0	100*	-8	-5	3	0
bIAP inhibitor	7	7	-5	3	4	0
PMI activator	0.9	1	0.9	0.9	1.1	0.9
bIAP activator	0.9	0.9	1.1	1	1	1

13: Cc1ccc(C2(c3noc(CN4CCC(C(=O)N5CCOCC5)CC4)n3)CCCC2)cc1
14: O=C(N/N=C/c1c[nH]c2ccc(Br)cc12)c1ccn(Cc2ccc(Cl)cc2Cl)n1
15: Cc1nc2cc(Cl)ccc2n1-c1ccccc1
16: Cc1ccc(C2=Nc3ccc(Br)cc3C(c3ccncc3)=NN2)cc1
17: Cn1c(=O)c(C(=O)COC(=O)c2cc(C3CC3)nc3ccccc23)c(N)n(Cc2ccccc2)c1=O
18: CCCC(C)C(=O)Nc1cc([N+](=O)[O-])ccc1Cl (configuration not stated)
Screen / compound no.	13	14	15	16	17	18
TNAP inh no acc	-8	-4	-13	-6	-6	-10
Diaph inh CS	13	16	23	.	18	17
Diaphorase act	0.9	0.8	0.8	.	0.8	0.8
TNAP act hi DEA	1.1	1	1.1	1	1	1
PMI act hi M6P	1	0.9	0.9	.	1	1.6
TNAP inh hiacc	-8	2	-7	-3	0	0
L major viab	-9	9	-2	85*	36	0
bIAP inhibitor	-6	4	16	-23	34	-5
PMI activator	0.9	0.9	0.9	.	1	1.5
bIAP activator	1.1	1	0.8	1.2	0.7	1

19: O=C(CN1CCCC1)NCC(=O)Nc1ccc(F)cc1
20: CN1CCN(C(=O)NC2CCCCC2)CC1
21: COC(=O)c1cc2ccccn2c2c(C(=O)OC)c(C(=O)OC)cc1-2
22: COc1ccc(/C=C/C(=O)Nc2ccccc2C(F)(F)F)cc1OC
23: C/C(=N\NC(=O)c1cc(-c2ccncc2)nc2ccccc12)c1ccc(N2CCOCC2)cc1
24: CCOC(=O)C1=C(Nc2ccc(Br)cc2)CC(C)(O)C(C(=O)OCC)C1c1ccccc1 (configuration not stated)
Screen / compound no.	19	20	21	22	23	24
TNAP inh no acc	-10	-10	2	-14	-10	-7
Diaph inh CS	7	29	26	8	15	17
Diaphorase act	0.9	0.7	0.7	0.9	0.8	0.8
TNAP act hi DEA	1	1	0.9	1.1	1	1.1
PMI act hi M6P	0.7	1	1	1	0.8	0.9
TNAP inh hiacc	-1	-3	9	-8	-2	-5
L major viab	-8	2	-2	-2	97*	-3
bIAP inhibitor	5	13	28	3	-16	4
PMI activator	1	1	0.9	1	0.9	1
bIAP activator	0.9	0.9	0.7	1	1.2	1

25: N/C(=N\OC(=O)COc1ccc2ccccc2c1)c1ccncc1
26: O=C(O)C(CC1CCCCC1)N1CCS(=O)(=O)CC1 (configuration not stated)
27: CCCNS(=O)(=O)c1cc(Cl)ccc1OC
28: COc1ccc(NC(=O)c2sc(SCc3ccccc3)nc2N)cc1
29: CCCCn1nnnc1SCC(=O)NNC(=O)c1ccco1
30: Cc1ccc(C(C(=O)NC2CCCC2)N2CCc3ccccc32)cc1 (configuration not stated)
Screen / compound no.	25	26	27	28	29	30
TNAP inh no acc	-7	-7	-6	-18	-18	-12
Diaph inh CS	9	1	-15	3	7	12
Diaphorase act	0.9	1	1.1	1	0.9	0.9
TNAP act hi DEA	1	1.1	1.1	1	1.1	1
PMI act hi M6P	0.9	1.1	1.1	0.9	1	0.9
TNAP inh hiacc	-1	-6	-5	-4	-6	-2
L major viab	-1	-7	0	0	-8	1
bIAP inhibitor	9	1	-7	25	-19	3
PMI activator	0.8	1.2	1	0.9	1	0.9
bIAP activator	0.9	1	1.1	0.7	1.2	1

31: COc1ccccc1C(=O)NCCCn1cc(Br)c(C)n1
32: CN(C)CCCOC(=O)c1ccc(Cl)cc1Cl
33: CC(=O)Nc1nc(N)n(-c2ccccc2)n1
34: CCC(Sc1nc2cc(OC)c(OC)cc2c(=O)n1Cc1ccc(OC)cc1)C(=O)NCCOC (configuration not stated)
35: COc1ccc(S(=O)(=O)N(C)CC(=O)N2CCOCC2)cc1
36: Cc1c(C(=O)NNS(=O)(=O)c2ccccc2)sc(=S)n1C
Screen / compound no.	31	32	33	34	35	36
TNAP inh no acc	-10	-13	-9	-21	-11	-7
Diaph inh CS	11	14	2	5	12	-5
Diaphorase act	0.9	0.9	1	0.9	0.9	1
TNAP act hi DEA	1	1	1	1.1	1	1
PMI act hi M6P	0.9	1	0.8	1	1	1.1
TNAP inh hiacc	-4	-5	-4	-5	-4	1
L major viab	-3	93*	-5	20	-9	-7
bIAP inhibitor	13	15	-2	0	9	-2
PMI activator	0.9	0.9	0.9	1	0.9	1
bIAP activator	0.9	0.8	1	1	0.9	1

37: O=C(NCCSCc1ccccc1)c1ccc(Cl)c(S(=O)(=O)N2CCOCC2)c1
38: CCOC(=O)CSc1nc(N)c(C#N)cc1C#N
39: COc1cccc(/C=N/Nc2nc(Nc3ccccc3)nc(-n3nc(C)cc3C)n2)c1O
40: CCOC(=O)c1sc(=NC(=O)C2CC2)n(C)c1C
41: COc1cccc(C2NC(C)(C(=O)O)C3C(=O)N(C(C)C)C(=O)C23)c1O (configuration not stated)
42: Brc1ccc2cccnc2c1
Screen / compound no.	37	38	39	40	41	42
TNAP inh no acc	2	-6	-28	-10	-10	-8
Diaph inh CS	12	-2	10	6	26	4
Diaphorase act	0.9	1	0.9	0.9	0.7	1
TNAP act hi DEA	1	1	1	1	1.1	1
PMI act hi M6P	1	1	0.9	1	0.8	1
TNAP inh hiacc	1	-4	-3	0	-10	0
L major viab	5	0	100*	-4	-8	-9
bIAP inhibitor	4	12	-42	-10	6	2
PMI activator	1	1.1	0.8	0.9	0.9	1
bIAP activator	1	0.9	1.4	1.1	0.9	1

43: CCOC1(/N=C(\C)NS(=O)(=O)c2ccc(Cl)cc2)C(C)=CC(=O)C=C1C
44: CC(C)C(=O)Nc1ccc(NC(=O)c2cccs2)cn1
45: Cc1ccc(C2CC(C(F)(F)F)n3nc(C(=O)NCC4CCCO4)cc3N2)cc1 (configuration not stated)
46: COC(=O)c1cccc(NS(=O)(=O)c2cccs2)c1C
47: COc1ccc(C2=NOC(C(=O)NCc3cccs3)C2)cc1OC (configuration not stated)
48: Nc1ccc(C(=O)c2cccs2)cc1
Screen / compound no.	43	44	45	46	47	48
TNAP inh no acc	-6	-12	0	-13	-32	-13
Diaph inh CS	11	12	22	6	5	6
Diaphorase act	0.9	0.9	0.8	0.9	1	0.9
TNAP act hi DEA	1	1	1.1	1.1	1	1
PMI act hi M6P	0.7	0.9	0.9	1	1.1	1
TNAP inh hiacc	-1	-5	-5	-7	-4	-5
L major viab	-3	-6	-2	11	-3	-6
bIAP inhibitor	-3	7	-4	11	5	18
PMI activator	0.9	1.1	0.9	0.9	1.1	1
bIAP activator	1	0.9	1	0.9	0.9	0.8

Bioassay records as filed in PubChem BioAssay.
